Bioassay records from PubChem BioAssay.
GLS inhibitor: qHTS for Inhibitors of Glutaminase (GLS). GLS enzymatic activity, qHTS titration. Potency, µM (doses to about 45.5 µM), inactives show top-dose activity change, negative = inhibition, actives largely listed as inhibitors. 410,000 tested, 0.21% active. AID 624170, 2012
Target sequence (O94925 whole entry, looked up): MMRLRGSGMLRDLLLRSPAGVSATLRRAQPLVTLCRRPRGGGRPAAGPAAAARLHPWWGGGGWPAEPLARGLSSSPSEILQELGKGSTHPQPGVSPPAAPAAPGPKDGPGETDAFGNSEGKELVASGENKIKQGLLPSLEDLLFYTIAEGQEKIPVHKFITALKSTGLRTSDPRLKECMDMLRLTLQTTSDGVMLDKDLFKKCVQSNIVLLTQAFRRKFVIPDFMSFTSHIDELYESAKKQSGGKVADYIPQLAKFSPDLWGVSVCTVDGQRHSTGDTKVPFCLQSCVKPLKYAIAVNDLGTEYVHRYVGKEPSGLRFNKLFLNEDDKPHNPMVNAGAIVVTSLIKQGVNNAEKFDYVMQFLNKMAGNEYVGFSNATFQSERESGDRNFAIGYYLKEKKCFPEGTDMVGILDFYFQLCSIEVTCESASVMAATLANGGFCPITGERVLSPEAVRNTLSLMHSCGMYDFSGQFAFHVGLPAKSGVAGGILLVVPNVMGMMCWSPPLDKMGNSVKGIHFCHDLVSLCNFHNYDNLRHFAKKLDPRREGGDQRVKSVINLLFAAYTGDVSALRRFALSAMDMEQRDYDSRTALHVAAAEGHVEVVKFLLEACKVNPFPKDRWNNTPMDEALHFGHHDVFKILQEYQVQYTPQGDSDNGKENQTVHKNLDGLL
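Two-point fluorescence kinetic (t0, 30 min RT) for hKGA; glutamate detected via glutamate oxidase–HRP–Amplex Red. Substrate: 1 mM L-glutamine solution; buffer 45 mM KH2PO4, pH 8.2.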
PGK inhibitor: qHTS Assay to Find Inhibitors of Phosphoglycerate Kinase; AID 602233, 2012; Potency, µM (series often up to 57.5 µM), without a hit: at the top dose activity change, negative = inhibition, hits mostly inhibitors; Phosphoglycerate kinase, glycosomal (Trypanosoma brucei brucei), P07378; 380,000 tested, 0.043% active; PGK/GAPDH coupled, Kinase-Glo luminescence, 60 min; further: nearly all actives have a fitted effect of over 60% in size
Target sequence (P07378 whole entry, looked up): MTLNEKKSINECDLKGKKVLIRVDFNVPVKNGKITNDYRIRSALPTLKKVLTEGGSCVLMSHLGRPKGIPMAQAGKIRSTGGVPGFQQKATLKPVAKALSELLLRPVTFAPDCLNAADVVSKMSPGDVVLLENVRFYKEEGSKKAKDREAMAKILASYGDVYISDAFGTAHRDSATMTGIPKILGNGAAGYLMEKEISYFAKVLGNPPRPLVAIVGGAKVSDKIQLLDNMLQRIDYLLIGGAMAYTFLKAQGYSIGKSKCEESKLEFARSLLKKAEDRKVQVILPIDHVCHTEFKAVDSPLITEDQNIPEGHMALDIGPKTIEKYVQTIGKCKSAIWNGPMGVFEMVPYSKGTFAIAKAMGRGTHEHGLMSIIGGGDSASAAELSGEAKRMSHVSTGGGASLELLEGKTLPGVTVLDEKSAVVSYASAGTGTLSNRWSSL
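Luminescent ATP detection (Kinase-Glo Plus) follows a 60-minute room-temperature incubation, with wells lacking PGK as controls. Buffer: 100 mM TEA (pH 7.6), 5 mM MgCl2, 0.01% Tween-20. Coupling enzyme GAPDH (100 nM final) supplies unstable 1,3-BPG in-well.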
* = called active by the depositor; i = inactive; ? = inconclusive. The call rests on the fitted dose curve; in most records, active means well fitted curve in the direction sought with a large enough effect; inconclusive means small, poorly fitted or top-dose-only effect, or another doubt; inactive means no such curve, though single readings can be large; an effect the other way counts as inactive or inconclusive. On the % scale 0 is the no-effect control and ±100 the full control effect; potency means the concentration at half of the fitted maximal effect. Not all compounds are listed; rates above refer to the full screens.

Order of values – GLS inhibitor	PGK inhibitor
- Cc1ccc(S(=O)(=O)N2C[C@]3(O)C[C@@H]4C(=O)N(c5ccccc5)C(=O)[C@@H]4C[C@]3(OC(=O)NC3CCCC3)C2)cc1
→ -1.2%	4.7%
- COc1cc2c3c(cccc3c1)C(=O)N(CCN1CCCC1)C2=O
→ 1.2%	-8.6%
- O=S(=O)(NCC1CCCO1)c1ccc(Cl)c2ccccc12 (configuration not stated)
→ -0.5%	i
- COC(=O)C(=Cc1ccncc1)c1cccc2ccccc12
→ -7.5%	-0.2%
- Cc1cc(-c2ccc(S(=O)(=O)NCc3ccc(Cl)cc3)cc2)on1
→ -6.0%	-2.6%
- COc1ccc(C#CC2=CC(=O)CC(C)(C)C2)cc1
→ 4.0%	-1.5%
- COc1ccc(NC(=O)C[C@H]2C(=O)N(CCc3ccccc3)C[C@@H]2c2ccc(OC)cc2)cc1
→ 18.8%	0.6%
- COC(=O)C[C@H]1C[C@H]2c3cc(NC(=O)C4CCC4)ccc3O[C@H]2[C@H](CO)O1
→ -9.1%	i
- COC(=O)N(C)C[C@H]1OCc2cnnn2CCCC(=O)N([C@@H](C)CO)C[C@H]1C
→ 1.1%	-3.0%
- O=C(CC1SC(N2CCCC2)=NC1=O)Nc1ccc(C(=O)NCc2ccccc2F)cc1 (configuration not stated)
→ 1.1%	-10.1%
- CN(Cc1cnn(-c2ccccc2)c1)C(=O)c1cccc(S(=O)(=O)N(C)c2ccccc2)c1
→ -1.7%	2.5%
- CCn1cc(/C=C(\NC(=O)c2cc(OC)c(OC)c(OC)c2)C(=O)N2CCOCC2)c2ccccc21
→ 0.9%	-2.0%
- O=C(c1cc(C2CC2)nn1-c1ccccc1)N1CCN(Cc2ccccc2)CC1
→ -10.0%	-10.8%
- CC1(C)CC(=O)C=C(c2n[nH]nc2-c2ccc(F)c(F)c2)C1
→ 8.0%	-6.4%
- Cc1cccc(CNC(=O)C2CCC(=O)N(CCCc3ccccc3)C2)c1 (configuration not stated)
→ -5.8%	i
- C[C@@H]1CN([C@H](C)CO)C(=O)CCCn2nncc2CO[C@H]1CN(C)Cc1ccc(O)cc1
→ -5.8%	6.1%
- Cc1ccc([C@H]2C[C@H](O)[C@@H](n3cc(COC(=O)c4ccccc4)nn3)CN2CC2CCCCC2)cc1
→ -9.4%	-2.2%
- C[C@@H]1CCCCO[C@H](CN(C)S(=O)(=O)c2cccs2)[C@@H](C)CN([C@H](C)CO)C(=O)c2cc(NC(=O)C3CCCCC3)ccc2O1
→ -11.9%	i
- COc1ccccc1CNC(=O)C[C@@H]1C[C@H]2c3cc(NC(=O)c4ccc5c(c4)OCO5)ccc3O[C@H]2[C@@H](CO)O1
→ -5.5%	-7.6%
- COc1c(F)cccc1C1=CC(=O)C[C@H](c2ccc(F)cc2)C1
→ -2.8%	-2.3%
- N#CCCN(CCCN1CCOCC1)CN1C(=O)c2ccccc2C1=O
→ -5.3%	-9.8%
- Cc1cccc(-c2ccc3[nH]c4c(c3c2)CCN2C[C@@H]([C@H](C)O)[C@@H](N(C)C(=O)Nc3ccc(F)cc3)C[C@@H]42)c1
→ 10.4%	5.8%
- O=C(Nc1ccn(CCCNCc2cccc3ccccc23)c(=O)n1)OCc1ccccc1
→ -2.8%	i
- Cc1ccc(-c2noc(CCC(=O)Nc3cccc(C(=O)NC4CC4)c3)n2)cc1
→ -8.8%	-10.7%
- COc1ccc(CC(=O)N2CCN(C(=O)Cc3ccc(OC)c(OC)c3)CC2)cc1OC
→ -3.5%	5.1%
- CC(=O)Nc1ccc(S(=O)(=O)Nc2nnc(C)s2)cc1
→ -0.5%	-5.5%
- Cc1ccc(S(=O)(=O)c2nc(/C=C/c3ccccc3)oc2N2CCC(C(N)=O)CC2)cc1
→ 4.2%	2.5%
- CCN(CC)C(=O)C1=C(C)N(Cc2ccc(C(C)(C)C)cc2)C(=O)C(CC(=O)NCc2cccc3ccccc23)C1 (configuration not stated)
→ -23.2%	i
- CCN(CC)C(=O)C1=C(C)N(Cc2ccccc2)C(=O)C(CC(=O)NCc2ccco2)C1 (configuration not stated)
→ 0.7%	6.2%
- O=C(OCc1cn([C@H]2C[C@H](c3ccc(Cl)cc3)N(C(=O)c3cccs3)C[C@@H]2O)nn1)c1ccccc1
→ 2.4%	i
- O=C(NN=Cc1ccc2c(c1)CCC2)c1ccccc1O
→ 4.1%	-12.3%
- C=CCC(=O)N1CCC(n2nccc2NC(=O)c2ccc3c(c2)OCO3)CC1
→ -4.6%	9.3%
- CCc1cccc(C)c1NC(=O)COC(=O)CCn1c(C)csc1=O
→ -1.3%	2.9%
- CCOc1ccc(NC(=O)CSc2nc3ccsc3c(=O)n2CCCCC(=O)O)cc1
→ -3.4%	-6.1%
- COc1ccc(S(=O)(=O)N(C)C[C@H]2OCc3cnnn3CCCC(=O)N([C@H](C)CO)C[C@H]2C)cc1
→ -1.4%	9.6%
- CCN(CC)S(=O)(=O)c1ccc(N2CCOCC2)c(NC(=O)c2cc3ccccc3o2)c1
→ -4.9%	-6.7%
- CCN1CCN(c2nc3c(c(=O)[nH]c(=O)n3C)n2Cc2cccc(C)c2)CC1
→ -7.1%	i
- C[C@H](CO)N1C[C@H](C)[C@H](CN(C)Cc2cncnc2)Oc2ncc(C#CC3(O)CCCC3)cc2C1=O
→ 1.0%	3.4%
- CC(=O)n1cc(C2CC(=O)OC3=C2CC(=O)C(C)(C)C3)c2ccccc21 (configuration not stated)
→ 16.4%	-10.2%
- Nc1nc(N)c2cc(S(=O)(=O)c3ccc4ccccc4c3)ccc2n1
→ -2.6%	-6.7%
- CN(C)C(CNC(=O)c1sc2ccccc2c1Cl)c1ccco1 (configuration not stated)
→ -8.0%	i
- Clc1ccc(-c2nc3c4ccccc4ccn3c2Cc2ccccc2)cc1
→ -11.2%	-2.1%
- O=C(O)C1(C(=O)O)CCC2(CCCCC2)CC1
→ -2.7%	-6.9%
- CC(C)COC(=O)N(C)C[C@@H]1OCc2cnnn2CCCC(=O)N([C@@H](C)CO)C[C@H]1C
→ 0.1%	3.2%
- C[C@H](CO)N1C[C@H](C)[C@@H](CN(C)S(=O)(=O)c2ccccc2C#N)OCc2cn(nn2)CCCC1=O
→ -3.5%	-1.7%
- CC(=NO)C1(C)CC=CCC1CO (configuration not stated)
→ -0.3%	-5.5%
- COc1ccc(C=C2OC(=O)C(C(C)=O)=C2O)cc1
→ 3.3%	-5.8%
- COc1ccc(C)cc1-n1cnc2sc(C)c(C)c2c1=O
→ -5.3%	-2.7%
- COCCN(C(=O)COC(=O)c1ccc2ccccc2c1)c1c(N)n(Cc2ccccc2)c(=O)[nH]c1=O
→ -0.2%	3.9%
- C[C@@H]1CN([C@H](C)CO)C(=O)CCCn2nncc2CO[C@H]1CN(C)C(=O)Nc1ccc2c(c1)OCO2
→ 5.8%	-6.8%
- COc1ccc(N2CC(C)(C)[C@H](CC(=O)Nc3ccccc3)C2=O)cc1
→ -1.2%	4.2%
- c1cc2c(c(CC3CO3)c1CC1CO1)OCCOCCOCCOCCO2 (configuration not stated)
→ -0.9%	i
- O=[N+]([O-])c1cccc(C2Nc3ccccc3CO2)c1 (configuration not stated)
→ 2.0%	-7.7%
- COc1cc(C(=O)Nc2ccc(C(=O)c3ccncc3)cc2)cc(OC)c1OC
→ -4.3%	-4.8%
- COC(=O)C[C@H]1C[C@H]2c3cc(NS(=O)(=O)c4cccc(OC)c4)ccc3O[C@H]2[C@@H](CO)O1
→ 19.3%	-0.8%
- C[C@H]1CN(CCc2ccccc2)C(=O)[C@@H]1CC(=O)Nc1ccc(Br)cc1
→ 0.8%	-2.8%
- NC(=O)C1CCN(C(=O)c2ccc3ncsc3c2)CC1
→ -1.3%	-6.3%
- CCSCC(C)(C)n1[nH]c2ccccc2c1=O
→ ?	-5.4%
- CCN1C(=O)C(=CC=CN(C)c2ccccc2)SC1=S
→ 9.6%	-7.4%
- CCOc1ccc(Oc2ccccc2NC(=O)CCc2nc3ccccc3c(=O)[nH]2)cc1
→ -0.4%	-8.9%

Other records follow:
Order of values – GLS inhibitor	PGK inhibitor
- Cc1noc(C)c1S(=O)(=O)Nc1ccc2c(c1)C(=O)N([C@H](C)CO)C[C@H](C)[C@@H](CN(C)C(=O)CCCN(C)C)OCCCC[C@@H](C)O2
→ 19.4%	5.7%
- C#CCN(C[C@H]1[C@H](OC(=O)NCc2ccccc2F)[C@H](OC(=O)NCc2ccccc2F)C[C@@H](C(=O)OC)[C@H]1C(=O)OC)S(=O)(=O)c1ccc(C)cc1
→ -6.0%	i
- O=C(NNC(=O)C1CCC1)c1ccc(F)cc1
→ -0.4%	-3.9%
- O=C(/C=C/c1cccc(Cl)c1)OCC(=O)c1ccc[nH]1
→ 1.8%	11.0%
- O=C(NCCCn1cccn1)c1cc(COc2ccccc2)on1
→ -5.0%	i
- CCN1C(=O)[C@H]2[C@@H](c3ccc(C(F)(F)F)cc3)N[C@]3(CCCN(Cc4ccccc4)C3=O)[C@H]2C1=O
→ -0.5%	i
- O=C1NN=C2CCCCCC12 (configuration not stated)
→ 14.3%	-8.4%
- N#CC(=C1C=C(Br)C(=NO)C=C1Cl)c1cccc2ccccc12
→ 11.0%	-14.5%
- Cc1ccccc1-c1nc2ccccc2c(=O)o1
→ -0.8%	-0.4%
- S=C1SCN(Cc2cccs2)CN1Cc1cccs1
→ 5.0%	-2.1%
- CSc1cccc(CNC(=O)C2CCC(=O)N(CCc3ccccc3)C2)c1 (configuration not stated)
→ 5.1%	4.8%
- COCCN(C(=O)COC(=O)Cc1ccc(Cl)cc1)c1c(N)n(Cc2ccccc2)c(=O)[nH]c1=O
→ -2.3%	-2.4%
- COc1ccccc1NC(=O)COC(=O)c1ccc2c(=O)n3c(nc2c1)CCC3
→ 4.2%	-0.7%
- Cc1ccc(N2CC(O)CSC2=Nc2ccccc2)cc1 (configuration not stated)
→ 9.9%	3.6%
- C[C@H](O)CNC(=O)c1[nH]cnc1C(=O)Nc1ccc(CNC(=O)OC(C)(C)C)cc1
→ -2.1%	9.8%
- C[C@@H]1CN([C@@H](C)CO)S(=O)(=O)c2ccc(-c3ccc(C(=O)N(C)C)cc3)cc2O[C@@H]1CN(C)Cc1ccccc1C(=O)O
→ -18.7%	-11.3%
- Cc1cc(=O)c2ccc(NC(=O)c3ccccc3)cc2[nH]1
→ -2.2%	4.2%
- CC1CCCC(C)N1CCCNC(=O)C1CCCN(S(=O)(=O)N2CCCCC2)C1 (configuration not stated)
→ 1.9%	-2.8%
- Cc1cccc(NC(=O)COC(=O)c2c(-c3ccccc3)noc2C)c1
→ -2.9%	-6.3%
- C[C@@H]1CN([C@@H](C)CO)C(=O)c2cc(Br)cnc2O[C@H]1CN(C)C(=O)Nc1ccc2c(c1)OCO2
→ 10.5%	8.2%
- C[C@@H]1CNC(=O)c2c(C(=O)NCC(=O)OC(C)(C)C)ncn21
→ -0.5%	8.1%
- O=C(NCCCN1CCCC1)c1ccc2c(c1)N(Cc1cccc(Cl)c1)C(=O)c1ccccc1S2(=O)=O
→ -5.6%	3.4%
- O=C(COC(=O)c1ccc(S(=O)(=O)N2CCOCC2)cc1)NCc1ccco1
→ -1.4%	2.8%
- S=C1SC2(CCCCCC2)NC2=C1CCCCC2
→ 6.0%	-13.3%
- C[C@@H]1CN([C@H](C)CO)C(=O)CCCn2cc(nn2)CO[C@H]1CN(C)C(=O)C1CC1
→ -15.3%	i
- CCCCCC(=O)N1C[C@@H](O)[C@H](n2cc(-c3ccc(F)cc3)nn2)C[C@@H]1c1ccccc1
→ 1.6%	i
- O=C1NC(Cc2ccc(O)cc2)c2nc3cc(F)ccc3c(=O)n2-c2ncccc21 (configuration not stated)
→ 21.2%	13.1%
- O=C(O)c1c(Cl)c(Cl)c(Cl)c(Cl)c1C(=O)OCC1CCCO1 (configuration not stated)
→ 25.5%	-9.9%
- COc1cc(NCCCCC(C)N)c2nccc(C)c2c1 (configuration not stated)
→ 6.9%	6.2%
- C[C@H]1CN([C@@H](C)CO)C(=O)CCCn2nncc2CO[C@@H]1CN(C)Cc1cccc(O)c1
→ -3.0%	-1.7%
- CC(=O)Nc1cccc(NC(=O)c2ccc(S(=O)(=O)NCc3ccco3)cc2)c1
→ 0.6%	-1.8%
- C[C@@H]1CN([C@H](C)CO)C(=O)CCCn2nncc2CO[C@H]1CN(C)S(=O)(=O)c1cn(C)cn1
→ -3.7%	1.2%

Seven records picked at random from those above, as already listed:
Order of values – GLS inhibitor	PGK inhibitor
- C[C@@H]1CNC(=O)c2c(C(=O)NCC(=O)OC(C)(C)C)ncn21
→ -0.5%	8.1%
- C[C@@H]1CN([C@H](C)CO)C(=O)CCCn2cc(nn2)CO[C@H]1CN(C)C(=O)C1CC1
→ -15.3%	i
- COc1cc(NCCCCC(C)N)c2nccc(C)c2c1 (configuration not stated)
→ 6.9%	6.2%
- O=C(O)c1c(Cl)c(Cl)c(Cl)c(Cl)c1C(=O)OCC1CCCO1 (configuration not stated)
→ 25.5%	-9.9%
- S=C1SC2(CCCCCC2)NC2=C1CCCCC2
→ 6.0%	-13.3%
- C[C@@H]1CN([C@H](C)CO)C(=O)CCCn2nncc2CO[C@H]1CN(C)S(=O)(=O)c1cn(C)cn1
→ -3.7%	1.2%
- O=C(NCCCN1CCCC1)c1ccc2c(c1)N(Cc1cccc(Cl)c1)C(=O)c1ccccc1S2(=O)=O
→ -5.6%	3.4%
